Source: PubChem
CHT PAM: CHT positive allosteric modulators, primary screen, cell-based, membrane potential dye, choline EC20. High affinity choline transporter 1 (Homo sapiens), Q9GZV3. CHT-expressing cells; active compounds read high; LV-AA mutant CHT in HEK293 cells. B-score at 10 µM. 310,000 tested, 0.49% active;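 active = initial fluorescence not abnormally high and integrated response B-score, plate-corrected, over 3 SD above library mean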
Target sequence (Q9GZV3 whole entry, looked up): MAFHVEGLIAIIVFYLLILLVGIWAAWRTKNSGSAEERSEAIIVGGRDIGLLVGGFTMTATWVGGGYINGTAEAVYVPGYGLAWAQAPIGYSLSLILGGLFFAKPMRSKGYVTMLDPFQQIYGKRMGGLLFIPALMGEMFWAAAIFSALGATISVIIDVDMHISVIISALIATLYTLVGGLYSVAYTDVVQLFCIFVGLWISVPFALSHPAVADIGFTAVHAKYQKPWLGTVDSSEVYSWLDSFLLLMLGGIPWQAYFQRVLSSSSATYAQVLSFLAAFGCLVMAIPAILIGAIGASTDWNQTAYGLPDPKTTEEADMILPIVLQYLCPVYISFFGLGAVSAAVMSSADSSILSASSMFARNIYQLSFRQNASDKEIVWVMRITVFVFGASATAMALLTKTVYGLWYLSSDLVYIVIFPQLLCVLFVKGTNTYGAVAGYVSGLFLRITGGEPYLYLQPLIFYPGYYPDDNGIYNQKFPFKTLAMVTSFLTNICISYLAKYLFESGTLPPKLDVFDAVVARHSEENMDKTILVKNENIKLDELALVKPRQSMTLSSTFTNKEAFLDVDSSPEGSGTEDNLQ
OX1R antag-1: OX1R (HCRTR1) antagonists, primary screen, fluorescence, CHO/OX1R cells, Fluo-8 calcium, orexin A; Orexin/Hypocretin receptor type 1 (Homo sapiens), O43613; AID 434989, 2010; inhibition, % at 5 µM; Fluo-8 calcium fluorescence; 330,000 tested, 0.43% active;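 active = inhibition above its plate's threshold, mean inhibition of all tested compounds on the plate plus 3 SD, cut at about 37% in these data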;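 also: 0% = orexin A challenge wells and 100% = SB-334867-A antagonist wells; not every result past the cut was called active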
Target sequence (O43613 whole entry, looked up): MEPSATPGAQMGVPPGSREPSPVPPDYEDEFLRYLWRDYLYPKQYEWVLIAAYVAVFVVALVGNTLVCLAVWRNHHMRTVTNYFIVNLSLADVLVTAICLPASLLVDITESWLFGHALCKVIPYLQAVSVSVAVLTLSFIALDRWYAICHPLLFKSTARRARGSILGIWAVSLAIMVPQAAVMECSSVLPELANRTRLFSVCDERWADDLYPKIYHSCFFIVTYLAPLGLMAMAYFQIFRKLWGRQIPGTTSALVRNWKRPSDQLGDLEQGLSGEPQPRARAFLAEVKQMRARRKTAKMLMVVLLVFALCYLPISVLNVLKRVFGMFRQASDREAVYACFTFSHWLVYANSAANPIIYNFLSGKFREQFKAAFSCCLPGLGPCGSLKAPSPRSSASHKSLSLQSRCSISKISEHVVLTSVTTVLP
OX1R antag-2: antagonists of human orexin 1 receptor (OX1R). OX1R-expressing cells, FRET antagonist read-out. inhibition, % at 6.6 µM. 330,000 tested, 1.8% active. AID 485270, 2010; in the data active = inhibition mostly above about 38%, no sharp cut-off; inactive = mostly below about 40%;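 also: 0% = agonist challenge alone and 100% = reference antagonist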
* hit, by the source's call; i = inactive; · = not tested or not shown. Outcome played no part in choosing rows, and some 2.5% of all compounds hit somewhere here.

SMILES	CHT PAM	OX1R antag-1	OX1R antag-2
CCOC(=O)N1CCN(c2ccncc2S(=O)(=O)N2CCCCC2)CC1	i	-9.9	32.4
Cc1oc(CSCCSCc2cc(C(=O)O)c(C)o2)cc1C(=O)O	i	3.2	6.2
Cc1cc(N2CCOCC2)ccc1/C=C1\NC(=O)N(CC(=O)Nc2ccccc2C)C1=O	i	2.2	13.6
CC(C)Cn1c(N2CCN(C(=O)c3cccs3)CC2)nc2ccccc21	i	-16.6	14.5
NS(=O)(=O)c1ccc(NC(=O)COC(=O)CNC(=O)C23CC4CC(CC(C4)C2)C3)cc1	i	-17.5	9.9
O=C(NC(=S)Nc1nc2ccc(F)cc2s1)c1ccco1	i	-18.4	14.2
CN1C(=O)S/C(=C/c2cccnc2)C1=O	i	0.6	64.5*
Cc1cnc(C)c(N2CCN(Cc3nc(-c4ccc(C)o4)oc3C)CC2)n1	i	-30.0	5.5
O=C1c2oc3ccc(Cl)cc3c(=O)c2C(c2ccccn2)N1CCCN1CCOCC1 (centres undefined)	i	-7.8	20.4
CCOc1ccc(C(=O)NCCC(=O)N2CCC3(CC2)NCCc2[nH]cnc23)cc1	i	-8.4	-6.1
Cc1ccc2nc(N(CCCN(C)C)C(=O)c3cc(-c4cccs4)nc4ccccc34)sc2c1	i	9.4	20.5
O=C(COc1ccccc1Cl)N1CCN(c2ncccn2)CC1	i	0.6	14.1
O=C(Nc1ccccc1N1CCOCC1)c1ccncc1	·	-19.2	-5.9
O=C(Nc1ccc(Cl)cc1F)c1ccc(COc2c(F)c(F)c(F)c(F)c2F)o1	i	-28.2	22.6
CN(C)S(=O)(=O)c1ccc(C(=O)Nc2ccccc2C(=O)NCCCN2CCOCC2)cc1	·	-9.2	-0.2
COc1cc(C2NC(=O)NC(c3ccccc3)=C2C(C)=O)c(Cl)cc1OCC(=O)O (centres undefined)	i	-13.1	9.5
Fc1cccc(/C=N/Nc2ccccn2)c1	i	4.3	28.1
O=C(N1CCOCC1)N1CCN(C(=O)N(c2ccccc2)c2ccccc2)CC1	i	-21.5	3.9
O=C(NCCCn1ccnc1)c1ccc(Cl)s1	i	-5.4	4.3
COc1cc(/C=C2\SC(=S)N(Nc3ccccc3)C2=O)ccc1O	i	40.0	21.2
Cc1ccc(S(=O)(=O)Nc2ccc(S(=O)(=O)Nc3ncccn3)cc2)cc1	i	-14.8	11.7
Cc1ccc(-c2cc(NC(=O)CSc3n[nH]c(N)n3)n(-c3ccccc3)n2)cc1	i	-10.9	17.2
CS(=O)(=O)c1ccc(C(=O)Nc2cc(-c3ccccc3)nn2-c2ccccc2)cc1	i	-23.5	18.2
O=c1[nH][nH]cc1C=NCc1cccnc1	i	-7.4	1.4
CC1C(=O)CC(c2ccccc2)NC1c1ccccc1 (centres undefined)	i	-17.9	6.5
CCC(=O)Nc1cccc(-c2nc3ncccc3o2)c1C	i	-18.0	4.0
NC(=O)c1ccc(N2CCN(c3ccc(O)cc3)CC2)c([N+](=O)[O-])c1	i	-6.7	23.2
NC(=O)COC(=O)c1ccc(Cl)c(S(=O)(=O)N(Cc2ccccc2)c2ccc(Cl)cc2)c1	i	-30.9	11.1
CCCc1[nH]nc2c1C1(CCOC1C)C(C#N)=C(N)O2 (centres undefined)	i	-1.4	5.5
CCOc1ncccc1C(=O)OCc1c(Cl)cccc1Cl	i	-14.2	12.4
CC(C)(C)n1nnnc1C(c1cccc(C#N)c1)N1CCN2CCCC2C1 (centres undefined)	i	-19.2	16.7
Cc1cccc(NS(=O)(=O)c2csc(C(N)=O)c2)c1C	i	-4.5	9.0
CCOC(=O)C1=C(C)C2C3C(=O)N(c4ccc(C)cc4C)C(=O)C3C1(C)C1C(=O)N(c3ccc(C)cc3C)C(=O)C21 (centres undefined)	i	-21.6	10.7
CCCn1c(N)c(C(=O)CSc2nc3ccccc3c(=O)n2Cc2ccccc2)c(=O)[nH]c1=O	i	-15.8	4.5
COc1ccc(N(CC(=O)NCc2ccco2)C(=O)CNS(=O)(=O)c2ccc(Cl)cc2)cc1	i	-18.1	27.6
COc1ccc(CNC(=O)CCS(=O)(=O)c2cccc3nonc23)cc1	i	-1.6	35.8
CC(C)CCNC(=O)COc1ccc2c(c1)C(=O)CC(C)(C)O2	i	-9.3	8.1
Cn1c(SCC(=O)Nc2ccccc2-c2ccccc2)nnc1-c1ccco1	i	-49.0	15.5
CCn1cc(CN2CCC(C(=O)Nc3ccc(Oc4ccccc4F)cc3)CC2)c(C)n1	i	-20.8	14.7
COc1ccc(N(CC(=O)NC2CCCCC2)S(=O)(=O)c2c(C)[nH]c(=O)[nH]c2=O)cc1	i	-6.5	5.4
CCCOc1ccc(S(=O)(=O)Nc2ccccn2)c2ccccc12	i	-9.6	12.8
COc1ccccc1C(=O)NC(=S)NNC(=O)c1sc2ccccc2c1Cl	i	9.2	43.3
Cc1cc(C)c2nc(NC(=O)C3CC(=O)N(Cc4ccco4)C3)sc2c1 (centres undefined)	i	-16.7	1.1
Cc1nn(CC(=O)Nc2ccc3c(c2)CCC3)c(C)c1[N+](=O)[O-]	·	-21.4	-0.3
S=C(Nc1ccccc1Cl)N(Cc1ccccc1)Cc1ccccn1	i	-21.3	15.2
O=C(CC1C(=O)NCCN1C(=O)c1ccc(Cl)cc1)Nc1ccc(F)cc1 (centres undefined)	i	-9.1	17.3
O=C(Cc1nnc(NC(=O)Nc2ccccc2)s1)NCc1ccccc1	i	-9.0	17.2
COc1cccc([C@@H]2CC=C(C(=O)O)CN2S(=O)(=O)c2ccc(C)cc2)c1	i	-9.0	11.1
CC1=CCC(C(=O)O)C(C(=O)NC2CCCCC2)C1 (centres undefined)	i	-13.3	16.2
CC1C[C@@]2(NC(=O)NC2=O)C(C)CN1C (some centres undefined)	i	-5.0	6.3
O=[N+]([O-])c1ccc(-c2ccc(/C=N/O)o2)cc1	i	-14.0	18.6
COc1ccc(OC)c(NC(=O)CSc2nnc(CNC(=O)c3cc(OC)c(OC)c(OC)c3)o2)c1	i	-19.4	-3.0
CC(C)C(=O)N1CCC2(CC1)Oc1ccc(Cl)cc1C(=O)C21CC(c2ccc(Cl)cc2)=NO1 (centres undefined)	i	-16.4	22.5
O=C(CCCN1C(=O)c2cccc3cccc(c23)C1=O)N1CCN(Cc2ccc3c(c2)OCO3)CC1	i	-25.9	52.3
Cc1ccc(N2CCN(C(=O)c3ccccc3NC(=O)c3ccccc3C(=O)O)CC2)cc1	i	-25.6	17.0
Cc1ccc([C@H]2C(C(=O)O)=CC[C@@H](c3ccc(Cl)c(Cl)c3)N2S(=O)(=O)c2ccc(C)cc2)cc1	·	8.8	17.2
Cc1cccc(-n2c(Cc3cc(=O)[nH]c(=O)[nH]3)nnc2SCC(=O)N2CCCCC2)c1	i	6.6	7.8
O=C(Cc1ccsc1-c1ccccc1)NO	i	-16.6	3.3
COc1ccc(NC(=O)CN(c2ccc(C)cc2)S(=O)(=O)c2c(C)nn(C)c2C)cc1OC	i	-32.3	2.8
O=S(=O)(c1ccc(-c2csc(=Nc3ccccc3)n2CCCN2CCOCC2)cc1)N1CCOCC1	i	-19.8	18.4

Further structures
SMILES	CHT PAM	OX1R antag-1	OX1R antag-2
C/C(=N\Nc1nccnc1Cl)c1ccc(O)c(C)c1	i	-9.4	2.0
CCCCNS(=O)(=O)c1ccc2nc(SCC(=O)N3CC(C)OC(C)C3)[nH]c2c1 (centres undefined)	i	-28.9	5.8
CCN(C(=O)Cn1c(=O)oc2cc(S(=O)(=O)N3CCOCC3)ccc21)c1ccccc1	i	-1.1	5.1
O=C(COc1cc2oc(=O)cc(-c3ccccc3)c2cc1Cl)NC(Cc1c[nH]c2ccc(O)cc12)C(=O)O (centres undefined)	i	-2.3	46.7
Cc1cccc(CCN2C(Nc3ccccc3)=NC[C@@H]2CC(C)C)c1	i	49.5*	26.6
Nc1c(Cl)ncnc1N/N=C/c1cccc(O)c1	i	-15.3	72.0*
CC(C)Sc1nc2c(c(=O)n1-c1ccc(F)cc1)SCC2	i	-31.2	8.1
Cc1ncc(CN2CCN(Cc3ccc(F)cc3)C(CCO)C2)s1 (centres undefined)	i	-28.9	17.0
CC(C)c1ccc(NC2CCCN(C(=O)CCN3CCCO3)C2)cc1 (centres undefined)	i	-7.8	24.1
CCN1C(=S)SC(=O)C1=C1C=C(C)OC(C)=C1	i	-19.1	6.5
COCCOC(=O)c1c(C)oc2ccc(OC(=O)c3c(OC)cccc3OC)cc12	i	-44.3	29.0
NC(=O)CN1CCN(C2CC(=O)N(CCc3ccccc3)C2=O)CC1 (centres undefined)	i	-2.5	17.3
Cc1csc(SCCn2c(Br)nc3c2c(=O)[nH]c(=O)n3C)n1	i	-0.9	8.4
CCN1CCN(C(=O)c2cc3c(s2)-c2ccccc2S(=O)(=O)C3)CC1	i	-10.9	22.8
COCCN1CC(C(=O)NCCc2nc(C)c(C)s2)CCC1=O (centres undefined)	i	-5.3	14.1
CC(=O)OC1CCC(OC(C)=O)c2c1n([O-])c(C)c(C)[n+]2=O (centres undefined)	i	-7.9	9.5
CCc1cccc(C)c1NC(=S)NCc1cccn1C	i	-23.1	2.3
CC(C#N)(Nc1ccc(Cl)cc1)c1cccnc1 (centres undefined)	i	-13.0	11.3
C/C(=N\NC(=O)c1cccc(S(=O)(=O)N2CCOCC2)c1)c1ccc(C)cc1	·	-11.3	5.9
O=[N+]([O-])c1cccc(NC2=NCCC2)c1	i	-10.7	26.5

Reprinted at random: two compounds from above
SMILES	CHT PAM	OX1R antag-1	OX1R antag-2
CC(C#N)(Nc1ccc(Cl)cc1)c1cccnc1 (centres undefined)	i	-13.0	11.3
CC(C)c1ccc(NC2CCCN(C(=O)CCN3CCCO3)C2)cc1 (centres undefined)	i	-7.8	24.1

Next section.
SMILES	CHT PAM	OX1R antag-1	OX1R antag-2
N#Cc1c(Nc2ccccc2C(F)(F)F)s[nH]c1=O	i	-2.0	16.9
O=C(c1ccc(Cl)c(S(=O)(=O)N2CCOCC2)c1)N(c1ccccn1)C1CCCCC1	i	-20.4	24.6
S=C(NCCc1ccc(Cl)cc1)NCc1ccccc1	i	-16.1	7.5
O=C1NC2C(NC(=O)N2C2CCCCC2)N1C1CCCCC1 (centres undefined)	i	-5.5	9.4
CCOc1ccccc1N1CCN(C(=O)c2c(Cl)cnn2C)CC1	i	-13.7	-0.9
CCOC(=O)N1CCC(N2C(=O)c3ccc(C(=O)Nc4ccc(OC)cc4)cc3C2=O)CC1	i	-18.6	11.4
COC(=O)C1=C(C)NC2=C(C(=O)CC(c3cccs3)C2)C1c1ccsc1 (centres undefined)	i	-20.6	22.1
O=C(Nc1ccccc1)c1ccc2c(c1)OCCO2	i	4.3	8.0
CCN(CC(=O)Nc1ccc(OC)cc1)CC(=O)Nc1ccc(Br)cc1F	i	-32.8	12.3
COc1ccc(-c2csc(NC(=O)CSc3n[nH]c(C)n3)n2)cc1	i	-16.2	5.1
CN(C)S(=O)(=O)c1ccc(C(=O)NCC(=O)N/N=C/c2ccccc2Cl)cc1	i	-3.4	8.4
C=CCOc1ccc(-c2nc3c(c(=O)[nH]c(=O)n3CCCC)n2C)cc1Br	i	-32.1	16.1
O=C1CC(N2CCSCC2)C(=O)N1c1ccccc1 (centres undefined)	i	-27.4	3.7
Cc1sc(N)c(C(=O)c2ccccc2)c1C	i	-9.6	16.1
COc1ccc(C(=O)/C=C/Nc2ccc(S(N)(=O)=O)cc2)cc1OC	i	-16.3	6.0
Cc1c(NC(=O)Nc2cc(Cl)ccc2Cl)c(=O)n(-c2ccccc2)n1C	i	-21.1	11.3
CSCCC(NS(=O)(=O)c1ccc(Br)cc1)C(=O)OCC(=O)NC1CC1 (centres undefined)	i	-18.9	11.3
CC1CC(C)(C)NC(=S)N1CC(=O)N1CCN(Cc2ccccc2)CC1 (centres undefined)	i	0.6	-0.9
CCOc1ccc(C2=Nn3c(nnc3-c3ccccc3)SC2)cc1Cl	i	-9.0	10.6
CC(C)CCNc1nc2c(c(=O)n(Cc3cccc(F)c3)c(=O)n2C)n1C	i	-17.3	8.8
COc1cccc(NC(=O)c2cccc(N3C(=O)C4CCC(C)CC4C3=O)c2)c1 (centres undefined)	i	-28.3	17.0

Filtered by structure, the entries above containing an NH in an aromatic ring
SMILES	CHT PAM	OX1R antag-1	OX1R antag-2
CCOc1ccc(C(=O)NCCC(=O)N2CCC3(CC2)NCCc2[nH]cnc23)cc1	i	-8.4	-6.1
Cc1ccc(-c2cc(NC(=O)CSc3n[nH]c(N)n3)n(-c3ccccc3)n2)cc1	i	-10.9	17.2
O=c1[nH][nH]cc1C=NCc1cccnc1	i	-7.4	1.4
CCCc1[nH]nc2c1C1(CCOC1C)C(C#N)=C(N)O2 (centres undefined)	i	-1.4	5.5
CCCn1c(N)c(C(=O)CSc2nc3ccccc3c(=O)n2Cc2ccccc2)c(=O)[nH]c1=O	i	-15.8	4.5
COc1ccc(N(CC(=O)NC2CCCCC2)S(=O)(=O)c2c(C)[nH]c(=O)[nH]c2=O)cc1	i	-6.5	5.4
Cc1cccc(-n2c(Cc3cc(=O)[nH]c(=O)[nH]3)nnc2SCC(=O)N2CCCCC2)c1	i	6.6	7.8
CCCCNS(=O)(=O)c1ccc2nc(SCC(=O)N3CC(C)OC(C)C3)[nH]c2c1 (centres undefined)	i	-28.9	5.8
O=C(COc1cc2oc(=O)cc(-c3ccccc3)c2cc1Cl)NC(Cc1c[nH]c2ccc(O)cc12)C(=O)O (centres undefined)	i	-2.3	46.7
Cc1csc(SCCn2c(Br)nc3c2c(=O)[nH]c(=O)n3C)n1	i	-0.9	8.4
N#Cc1c(Nc2ccccc2C(F)(F)F)s[nH]c1=O	i	-2.0	16.9
COc1ccc(-c2csc(NC(=O)CSc3n[nH]c(C)n3)n2)cc1	i	-16.2	5.1
C=CCOc1ccc(-c2nc3c(c(=O)[nH]c(=O)n3CCCC)n2C)cc1Br	i	-32.1	16.1
